# Pol eta inh = DNA polymerase eta (human) inhibition; recombinant Pol eta, fluorescent DNA replication assay; Q9Y253; Potency, µM (highest dose often 114 µM), inactives show at the top dose activity change, negative = inhibition, actives largely listed as inhibitors; 1.2% of 390,000 active; further: on the % scale 0 is the no-effect control and ±100 the full control effect
# Target sequence (Q9Y253 whole entry, looked up): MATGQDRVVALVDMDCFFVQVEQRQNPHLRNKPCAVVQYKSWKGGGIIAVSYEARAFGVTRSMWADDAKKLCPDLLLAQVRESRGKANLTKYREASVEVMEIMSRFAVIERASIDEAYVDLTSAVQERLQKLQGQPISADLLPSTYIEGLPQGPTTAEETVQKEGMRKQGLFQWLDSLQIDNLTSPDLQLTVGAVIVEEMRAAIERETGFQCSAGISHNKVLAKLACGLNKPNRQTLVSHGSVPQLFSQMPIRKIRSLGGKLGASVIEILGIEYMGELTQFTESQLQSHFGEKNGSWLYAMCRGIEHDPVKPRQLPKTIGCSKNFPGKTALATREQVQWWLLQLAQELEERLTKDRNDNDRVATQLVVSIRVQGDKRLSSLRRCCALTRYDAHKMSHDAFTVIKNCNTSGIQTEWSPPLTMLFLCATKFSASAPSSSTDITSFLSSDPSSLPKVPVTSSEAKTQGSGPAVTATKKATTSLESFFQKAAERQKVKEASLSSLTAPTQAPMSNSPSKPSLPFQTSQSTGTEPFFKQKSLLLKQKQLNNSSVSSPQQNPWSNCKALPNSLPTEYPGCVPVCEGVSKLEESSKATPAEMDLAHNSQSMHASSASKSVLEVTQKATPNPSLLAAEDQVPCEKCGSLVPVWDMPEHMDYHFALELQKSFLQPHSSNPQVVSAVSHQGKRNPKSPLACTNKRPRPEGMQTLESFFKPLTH
#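 Fluorescent replication assay: 50 nM final substrate added after a 15 min room-temperature compound preincubation with 10 nM enzyme. Signal taken at 0 min and again at 10 min.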
# POLI inh = inhibitors of human DNA polymerase iota. 1% of 390,000 active. Q9UNA4. Pol iota fluorescent replication assay, 10 min. Potency, µM (titrated, usually from 115 µM), without a hit: top-dose activity, negative = inhibition, usual class: inhibitors. AID 588590
#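 Fluorescent replication assay read twice, at 0 min and 10 min after adding 50 nM (final) substrate. Enzyme (10 nM) and compounds were first incubated 15 min at room temperature; enzyme-free buffer wells were negative controls.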
# POLB inh = inhibitors of human DNA polymerase beta. P06746. Pol beta primer extension/strand displacement, fluorescence kinetic. Potency, µM (titrated, usually from 114 µM), inactives show top-dose activity change, negative = inhibition, hits mostly inhibitors. 1.3% of 340,000 active. AID 485314; further: on the % scale 0 is the no-effect control and ±100 the full control effect
#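 Enzyme-only controls used 10 nM Pol beta; buffer lacking enzyme served as negative control. Compound preincubated 15 min, then 50 nM substrate added; 0 and 10 min reads at room temperature.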
# APE1 inh = inhibitors of human APE1 endonuclease; P27695; recombinant APE1, TAMRA/BHQ-2 abasic DNA cleavage fluorescence; Potency, µM (top dose mostly 65.8 µM), without a hit: at the top dose activity change, negative = inhibition, usual class: inhibitors; 0.35% of 350,000 active; AID 2517;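 further: plate controls were vehicle for no effect and reference inhibitor for full effect; nearly all actives have a fitted effect of over 55% in size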
# Target sequence (P27695 whole entry, looked up): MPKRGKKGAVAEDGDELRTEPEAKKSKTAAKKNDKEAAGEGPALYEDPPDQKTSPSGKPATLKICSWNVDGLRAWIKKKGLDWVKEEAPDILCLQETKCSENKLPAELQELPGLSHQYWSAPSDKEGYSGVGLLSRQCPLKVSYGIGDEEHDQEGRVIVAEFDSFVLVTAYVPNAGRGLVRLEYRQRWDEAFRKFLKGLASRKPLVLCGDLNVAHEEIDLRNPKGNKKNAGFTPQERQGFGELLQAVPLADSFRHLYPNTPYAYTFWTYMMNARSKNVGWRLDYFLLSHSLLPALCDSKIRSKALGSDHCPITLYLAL
#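 Step 1: APE1 (0.75 nM) with compound, 15 min RT. Step 2: add 50 nM fluorophore/quencher THF duplex. Step 3: three fluorescence reads 60 s apart (525/598 nm); read 3 minus read 1 = reaction progress.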
# G9a inh = G9a (human) methyltransferase inhibition. G9a H3K9 monomethylation, AlphaScreen, 2 h. Potency, µM (top dose mostly 102 µM), inactives show at the top dose activity, negative = inhibition, most hits filed as inhibitors. 8.8% of 350,000 active; further: on the % scale 0 is the no-effect control and ±100 the full control effect; nearly all actives have a fitted effect of over 75% in size
#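 AlphaScreen read-out: biotin-H3K9 peptide (500 nM) methylation by 20 nM enzyme with 20 uM SAM, 2 h at room temperature after 15 min compound preincubation; anti-monomethyl H3K9 antibody plus donor/acceptor beads, 10 min dark.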
# JMJD2A Tudor = JMJD2A Tudor domain (human) inhibition | 4.4% of 390,000 active | Potency, µM (highest dose often 114 µM), for inactives: at the highest dose activity change, negative = inhibition, most hits filed as inhibitors | O75164 | AlphaScreen JMJD2A-Tudor / H3K4me3 peptide binding; further: on the % scale 0 is the no-effect control and ±100 the full control effect; nearly all actives have a fitted effect of over 50% in size
# BLM inh = Bloom syndrome helicase (human) inhibition | AID 2528 | recombinant BLM DNA unwinding, fluorescence dequenching | 0.2% of 350,000 active | P54132 | Potency, µM (series often up to 56.1 µM), without a hit: top-dose activity change, negative = inhibition, usual class: inhibitors;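 further: plate controls were vehicle for no effect and no enzyme for full effect; nearly all actives have a fitted effect of over 35% in size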
# Pol kappa inh = inhibitors of human DNA polymerase kappa. purified Pol kappa, fluorescent DNA synthesis assay, 10 min. Potency, µM (titrated, usually from 107 µM), without a hit: at the top dose activity, negative = inhibition, most hits filed as inhibitors. 0.53% of 400,000 active. AID 588579; further: on the % scale 0 is the no-effect control and ±100 the full control effect
#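 Kinetic fluorescence screen: compound preincubated 15 min RT with 10 nM enzyme; 50 nM substrate (final) initiates; reads at 0/10 min.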
# BAZ2B inh = blocks human BAZ2B. AID 504333. 4.4% of 360,000 active. Potency, µM (series often up to 114 µM), for inactives: at the top dose activity change, negative = inhibition, hits mostly inhibitors. AlphaScreen BAZ2B-H3K14Ac peptide displacement; further: on the % scale 0 is the no-effect control and ±100 the full control effect; nearly all actives have a fitted effect of over 60% in size
#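 Protein-peptide AlphaScreen: BAZ2B 50 nM, b-H3K14Ac 50 nM, 1x PBS pH 7.4 + 0.01% Tween-20. Preincubation 30 min RT; cpd 30 min RT (top 110 uM); beads 20 min RT, light-protected.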
# Starred values were filed as active, the others as inactive; ? = inconclusive; · = not tested or not shown; & = joins results of further samples; [ ] = dose if it differs, or a comment. The call rests on the fitted dose curve; in most records, active means well fitted curve in the direction sought with a large enough effect; inconclusive means small, poorly fitted or top-dose-only effect, or another doubt; inactive means no such curve, though single readings can be large; an effect the other way counts as inactive or inconclusive. Potency means the concentration at half of the fitted maximal effect. These rows are one share of the data. The share of hits here may be higher or lower than overall.
Pol eta inh	POLI inh	POLB inh	APE1 inh	G9a inh	JMJD2A Tudor	BLM inh	Pol kappa inh	compound	BAZ2B inh
-3%	26%	·	14%	·	-14%	·	-6%	COc1cccc(C(=O)OCC(=O)NCC2CCCO2)c1 (configuration not stated)	·
-15%	2%	5%	-3%	?	-36%	-1%	-16%	CCOC(=O)N/N=C/c1ccc(N(CC)CC)cc1O	?
-18%	14%&11%	-3%	-7%&-8%	24%[12.7 µM]	-4%&-11%	-3%&-6%	1%&-14%	C=C1CCN(C(Cc2ccccc2)C(=O)OC)S(=O)(=O)c2ccc(F)cc21 (configuration not stated)	3%
-16%	43%[activator]	3%	12%	1%[59 µM]	-29%	-14%	-1%[60.1 µM]	COc1ccc2cc(CN(CC3CCCO3)S(=O)(=O)c3ccccc3Cl)c(=O)[nH]c2c1 (configuration not stated)	7%
-14%	36%[activator]	-1%	2%	10%[12.7 µM]	-22%	-3%	11%	COc1cc(CCCN2C(=S)NC[C@@H]2c2ccccc2)cc(OC)c1OC	-23%
-13%	80%[activator]	16%	4%	8%[59 µM]	0%	-2%	1%	NC(=O)C1CCCN(C(=S)Nc2cccc3ccccc23)C1 (configuration not stated)	-9%
1%	7%	24%	-7%	·	1%	-1%	-5%	O=C(c1ccc(Cl)cc1)N1CCN(C(=O)c2ccco2)CC1	4%
-4%	17%	42%	-2%	-30%	-17%	-7%	-7%	Cc1ccc(-c2nn(-c3ccccc3)cc2C(=O)N2CCOCC2)cc1C	-24%
-4%	12%	6%	0%	-8%[59 µM]	-2%	0%	-9%	Cc1onc(-c2ccccc2Cl)c1C(=O)Nc1ccccc1C(N)=O	-6%
-12%	60%[activator]	-14%	-5%	-20%	-2%	0%	2%	COc1ccc(-c2c[n+]3c(n2-c2c(C)n(C)n(-c4ccccc4)c2=O)CCCCC3)cc1	-14%
18µM*	?	22µM*	?	0%[59 µM]	-5%[57.1 µM]	-3%	-18%	Cc1csc(C(=O)O)c1-n1cccc1	-16%
-25%	50%[activator]	0%	-1%	40µM*	56µM*	-19%	-5%	CCC(C)(C)c1ccc(Oc2ccc(N)cc2)cc1	?
-6%	19%	17%	0%	-28%	-4%	-1%	2%	COc1ccc(-c2cc(C(=O)Nc3c(C)nn(Cc4ccccc4Cl)c3C)no2)cc1OC	-21%
-6%	-1%	-4%	2%	1%	-21%	-3%	0%	COc1cccc(-n2cnc3sc(C)cc3c2=O)c1	-11%
-4%	20%	0%	1%	-28%	-28%	-3%	-3%	CSc1cccc(NC(=S)Nc2ccc(F)cc2)c1	-21%
-18%	9%	·	-15%	?	?	·	1%	Cc1cc(OCC(=O)Nc2cc(S(=O)(=O)N3CCOCC3)ccc2N2CCCC2)ccc1C(C)C	-12%
-13%	-11%	2%	-4%	6%	-10%	1%	3%	COc1ccc(O)c(-c2cc(C(F)(F)C(F)F)nc(-c3ccccc3)n2)c1	7%
-21%	16%	4%	·	-3%[59 µM]	-17%	-5%	-3%[60.1 µM]	CCn1ccc2cc(S(=O)(=O)N3CCC(C(=O)NCCc4ccccc4Cl)CC3)ccc21	-4%
-14%	14%	?	17%	50µM*	-19%	0%	-2%	CCOC(=O)C1=C(O)C(=O)NC(c2ccccc2)=C(OC2CCCCC2)C1	-9%
-17%	22%	1%	·	?	?	-7%	-6%[60.1 µM]	CCOC(=O)Cn1c(=O)n(-c2ccccc2OC)c2nc(-c3cccc(F)c3)nc(C(N)=O)c21	-13%
89µM*	50µM*	-3%	-6%	·	-13%	-4%	-26%	Cn1c(N)c(C(=O)COC(=O)c2ccc([N+](=O)[O-])o2)c(=O)n(C)c1=O	-6%
-7%	19%	·	·	·	-24%	·	16%	COc1ccccc1CNC(=O)COC(=O)C1CCN(S(=O)(=O)c2c(Cl)cccc2Cl)CC1	·
-17%	15%	·	·	·	-6%	·	6%	O=C1NC(=O)C(Cc2ccc(O)cc2)N1 (configuration not stated)	·
-15%	22%	8%	-5%	6%[59 µM]	-5%	-1%	-25%	CC(C)(C)OC(=O)C(Cc1ccc(OC(C)(C)C)cc1)NC(=O)CNC(=O)CNC(=O)OCc1ccccc1 (configuration not stated)	-4%
-16%	-10%	·	12%	?	-36%	·	-5%	CN(C)CCCN(C(=O)c1ccc(Br)s1)c1nc2cc3c(cc2s1)OCCO3	0%
1%	7%	-22%	4%	25%[59 µM]	-10%	0%	-8%	Cc1ccc2c(c1)CCCN2C(=O)c1ccc2c(c1)OCO2	-4%
-2%	-5%	21%	-6%	27%	-25%	0%	-5%	COc1ccccc1OCc1ccc(C(=O)NN)o1	-21%
-6%	9%	5%	18%	?	-14%	-7%	-15%	COc1ccc(/C=N/N=C2\SC(CC(=O)O)C(=O)N2c2ccccc2)cc1 (configuration not stated)	-3%
-2%	18%	-5%	0%	12%[59 µM]	-16%	-2%	-1%	C=C(C)Cn1c(CCNC(=O)CCC)nc2ccccc21	5%
-10%	-10%	-10%	-7%	?	-9%	-5%	-2%	COc1ccc(C2=Nc3ccc(C)cc3C(c3ccccc3)N2CC(=O)NN)cc1 (configuration not stated)	-23%
-9%	1%	3%	6%	-10%[12.7 µM]	-8%	3%	-1%	Cn1nnnc1SCC(=O)N1CCN(c2cccc(Cl)c2)CC1	8%
-5%	-10%	·	4%	-9%[2.33 µM]	-11%	·	-7%	Cc1ccc(C(=O)CN(CCCC(N)=O)C(=O)c2ccncc2)cc1	-3%
-15%	-7%	·	-4%	-10%[59 µM]	-12%	·	-15%	CCCN(Cc1nnc(-c2cccs2)o1)C(=O)CN1C(=O)NC2(CCCCC2C)C1=O (configuration not stated)	-2%
-13%	-89%	23%	13%	?	-18%	0%	-12%	COc1ccc(-c2nnc(N)s2)cc1	·
2%	30%	4%	6%	·	-4%	-3%	1%	CC(C)C(NS(=O)(=O)c1cccc2nsnc12)C(=O)Nc1nccs1 (configuration not stated)	4%
-4%	5%	-3%	-2%	4%	-9%[57.1 µM]	-2%	2%	Cc1nc2nc3c(cn2n1)C(=O)CC(C)(C)C3	1%
?	10%	18%	2%	3%	-1%	-8%	-14%	CCCC(=O)NC(=S)Nc1cccc(Cl)c1N1CCCC1	-4%
-15%	-19%	26%	-2%	-43%	-5%[11.4 µM]	-4%	-5%	CC12CC(NC(=O)N1c1ccc(C(=O)N3CCN(c4ccc(F)cc4)CC3)cc1)c1ccccc1O2 (configuration not stated)	-35%
-13%	13%	-2%	1%	18%[59 µM]	4%	-1%	-4%	c1ccc(CCc2nc(-c3ccncc3)no2)cc1	3%
-4%	14%	·	16%	·	-9%	·	-2%	COC(=O)c1ccc(CNC(=O)COC(=O)/C=C/c2ccc(OC)c(OC)c2)cc1	·
1%	-8%	27%	-1%	-7%	?	-8%	-7%	CCn1c(=O)c2c(O)cc(=O)oc2c2ccccc21	-3%
-7%	-10%	12%	0%	-16%[59 µM]	-5%	5%	7%	CN1C(=O)NC(c2ccccc2)(C(F)(F)F)S/C1=C(/C#N)c1nnc(N2CCOCC2)n1-c1ccccc1 (configuration not stated)	-32%
?	31%[activator]	-2%	-9%	2%[59 µM]	-12%	-4%	-25%	Cc1cccc2cc(C#N)c(SCC(=O)N3CC(=O)Nc4ccccc43)nc12	-34%
-20%	-24%	9%	2%	-8%	-23%	-1%	-9%	CCOC(=O)C1(CCc2ccccc2)CCN(Cc2ccc(O)cc2)CC1	-2%
-16%	-4%	18%	·	4%[59 µM]	-11%	1%	2%[60.1 µM]	O=C(Cc1ccccc1)NC1CC(=O)N(c2ccc3c(c2)OCCO3)C1 (configuration not stated)	6%
7%	12%	8%	-1%	9%[59 µM]	-20%	5%	-20%	COc1ccc(NS(=O)(=O)c2cccc3cccnc23)cc1	3%
-9%	-12%	6%	·	10%[59 µM]	-16%	0%	-1%	Cc1cccc(CCNC(=O)c2cc3ccccn3n2)c1	5%
-5%	-6%	·	3%	7%[0.501 µM]	-3%	·	-2%	O=C(COC(=O)C1=NNC(=O)CC1)NCCc1ccccc1	-2%
0%	-3%	4%	-4%	10%	-15%	-2%	-1%	COc1cc2c(cc1OC)CN(C(=O)c1ccc(OC)c(S(=O)(=O)N3CCOCC3)c1)CC2	-4%
-12%	58%[activator]	-18%	?	-37%	?	-7%	-7%	COc1ccc2c(c1)c(C(=O)N/N=C/c1cn(C)c3ccccc13)c(C)n2C	-34%

# A second format for some results above.
COC(=O)c1ccc(CNC(=O)COC(=O)/C=C/c2ccc(OC)c(OC)c2)cc1
  Pol eta inh: -4%
  POLI inh: 14%
  POLB inh: ·
  APE1 inh: 16%
  G9a inh: ·
  JMJD2A Tudor: -9%
  BLM inh: ·
  Pol kappa inh: -2%
  BAZ2B inh: ·
CCn1c(=O)c2c(O)cc(=O)oc2c2ccccc21
  Pol eta inh: 1%
  POLI inh: -8%
  POLB inh: 27%
  APE1 inh: -1%
  G9a inh: -7%
  JMJD2A Tudor: ?
  BLM inh: -8%
  Pol kappa inh: -7%
  BAZ2B inh: -3%
CN1C(=O)NC(c2ccccc2)(C(F)(F)F)S/C1=C(/C#N)c1nnc(N2CCOCC2)n1-c1ccccc1 (configuration not stated)
  Pol eta inh: -7%
  POLI inh: -10%
  POLB inh: 12%
  APE1 inh: 0%
  G9a inh: -16%[59 µM]
  JMJD2A Tudor: -5%
  BLM inh: 5%
  Pol kappa inh: 7%
  BAZ2B inh: -32%

# Continuation.
Pol eta inh	POLI inh	POLB inh	APE1 inh	G9a inh	JMJD2A Tudor	BLM inh	Pol kappa inh	compound	BAZ2B inh
-22%	4%	-1%	-22%	3%	-14%	-1%	-1%	COc1ccc(NC(=O)c2cc(S(=O)(=O)N3CCCC3)c[nH]2)cc1	-10%
?	?	·	·	·	-22%	·	-3%[60.1 µM]	COc1ccc(Br)cc1C(=O)Nc1cccc(-c2nnc(-c3ccco3)o2)c1	·
-9%	47%	-1%	-2%	19%[59 µM]	-24%	-8%	-4%	Cc1ccc(-c2[nH]nc3c2C(C)C(C#N)=C(N)O3)cc1 (configuration not stated)	-8%
·	·	2%	-1%	?	·	-1%	·	Cc1sc2nc(C(C)Sc3nnc(C)n3-c3ccccc3)[nH]c(=O)c2c1C (configuration not stated)	0%
-9%	-15%[58.9 µM]	·	·	·	76%[activator]	·	-12%	C#CCSc1nnc(-c2cccc3ccccc23)o1	·
-25%	89%[activator]	-27%	2%	-34%	-4%	-4%	-1%	CCOC(=O)Nc1ccc(OCc2nnc3c4ccccc4c(C)nn23)cc1	-20%
2%	33%[activator]	·	0%	3%[0.501 µM]	-7%	·	-9%	Cc1cc(C)c(OCC(=O)OCC(=O)N(C)C2CCS(=O)(=O)C2)c(C)c1 (configuration not stated)	18%

# High-throughput results from PubChem.
